Screening results (PubChem BioAssay)
CIT2-GFP yeast: yeast TOR pathway CIT2-GFP modulation; 320,000 tested, 0.065% active; GFP response vs DMSO, % at 10 µM; S. cerevisiae CIT2-GFP strain, flow cytometry, 3 h; 100 means same as DMSO wells;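 active = GFP response relative to DMSO above a set limit, near the screen mean plus 3 SD, cut at about 150% in these data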;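 also: ratio of well median GFP fluorescence to mean of DMSO wells on the plate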
RPL19A-GFP yeast: modulators of TOR pathway RPL19A-GFP in S. cerevisiae; percent response vs DMSO, % at 10 µM; AID 2025; S. cerevisiae RPL19A-GFP strain, flow cytometry, 3 h; hits give low values; 330,000 tested, 0.3% active;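 active = percent response vs DMSO below 50%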;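 also: median channel GFP fluorescence of the barcoded RPL19A-GFP strain; ratio of sample median GFP to plate DMSO average so 100% = DMSO; lower means less RPL19A-GFP as with rapamycin TOR inhibition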
Yeast superoxide: lowers age-related superoxide in aged yeast cells; S. cerevisiae aged cells, superoxide DHE fluorescence; hits give low values; superoxide response (% of plate mean), % at 10 µM; 330,000 tested, 0.18% active; AID 2690;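 active = superoxide response under a set limit, about three screen SD below normal, cut at about 65% in these data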;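 also: yeast aged for seven days with compound at 30 °C before DHE staining; 100% = average MFI of all compound-treated wells on the plate with controls excluded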
Efflux pump mplx: blocks antifungal efflux pumps in multiplex yeast assay; S. cerevisiae Candida pump triplex, Nile Red efflux; inhibition, % at 10 µM; 330,000 tested, 0.44% active; AID 485275;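 active = plate passing quality check with inhibition over a set limit, or well fluorescence over plate mean plus 4 SD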;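 also: Nile Red retained in pooled yeast measured as flow cytometry median fluorescence; 0% = buffer negative control and 100% = Enniatin B positive control; higher means more Nile Red kept so more efflux inhibition; some compounds called inactive have numbers as strong as hits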
AHR act: activates the human aryl hydrocarbon receptor. AHR-responsive luciferase reporter cells, luminescence. AID 2796. activation, % at 5 µM. 320,000 tested, 2.5% active; in the data active = activation above about 47%;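 also: 0% = vehicle wells and 100% = reference agonist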
Target sequence (P35869 whole entry, looked up): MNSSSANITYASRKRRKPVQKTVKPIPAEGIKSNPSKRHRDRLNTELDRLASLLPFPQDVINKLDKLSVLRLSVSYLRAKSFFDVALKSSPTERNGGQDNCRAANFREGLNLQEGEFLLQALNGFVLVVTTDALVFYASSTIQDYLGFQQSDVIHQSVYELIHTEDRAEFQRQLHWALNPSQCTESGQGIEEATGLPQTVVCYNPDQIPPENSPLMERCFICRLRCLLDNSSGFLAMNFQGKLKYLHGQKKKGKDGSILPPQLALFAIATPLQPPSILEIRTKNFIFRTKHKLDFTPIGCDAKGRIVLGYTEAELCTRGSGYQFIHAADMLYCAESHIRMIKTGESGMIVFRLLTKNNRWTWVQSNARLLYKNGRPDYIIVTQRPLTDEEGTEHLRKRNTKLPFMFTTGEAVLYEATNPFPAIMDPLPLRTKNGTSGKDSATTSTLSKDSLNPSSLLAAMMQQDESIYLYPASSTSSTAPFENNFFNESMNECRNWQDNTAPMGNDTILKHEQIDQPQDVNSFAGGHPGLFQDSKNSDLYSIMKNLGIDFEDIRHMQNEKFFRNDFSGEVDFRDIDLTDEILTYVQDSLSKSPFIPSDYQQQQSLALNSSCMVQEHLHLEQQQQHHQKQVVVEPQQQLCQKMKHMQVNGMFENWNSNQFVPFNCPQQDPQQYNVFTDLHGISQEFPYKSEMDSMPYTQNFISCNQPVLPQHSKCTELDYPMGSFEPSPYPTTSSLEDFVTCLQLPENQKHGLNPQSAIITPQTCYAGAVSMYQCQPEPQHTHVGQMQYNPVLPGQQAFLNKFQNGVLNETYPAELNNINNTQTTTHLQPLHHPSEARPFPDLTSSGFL
LAP4-GFP MLPCN: yeast TOR pathway LAP4-GFP modulation | S. cerevisiae LAP4-GFP multiplex, flow cytometry GFP, 3 h; median GFP as percent of DMSO wells | AID 2023 | 320,000 tested, 0.34% active | GFP response vs DMSO, % at 10 µM;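 active = GFP response vs DMSO above a set limit, about the screen mean plus 3 SD, cut at about 150% in these data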
AGP1 TOR yeast: alters AGP1-GFP fluorescence in TOR pathway yeast screen; S. cerevisiae AGP1-GFP multiplex flow cytometry, 3 h; GFP as percent of DMSO wells; GFP response vs DMSO, % at 10 µM; 320,000 tested, 0.02% active; AID 2066;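 active = GFP response relative to DMSO above a set limit, near screen average plus 3 SD, cut at about 150% in these data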;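 also: median GFP channel fluorescence of the gated AGP1 strain per well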
MEP2 TOR yeast: alters MEP2-GFP fluorescence in TOR pathway yeast screen; S. cerevisiae MEP2-GFP strain, flow cytometry GFP, 3 h; 100% = DMSO control level; GFP response vs DMSO, % at 10 µM; 330,000 tested, 0.51% active; AID 2016;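 active = GFP response versus DMSO above a set limit, roughly screen mean plus 3 SD, cut at about 180% in these data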;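 also: median GFP fluorescence of the barcode-gated MEP2-GFP cells per well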
An asterisk follows results filed as active; / = not tested or not shown. Compounds were not picked by outcome; overall some 3.9% were active at least once.

Sample of the layout, 16 compounds:
SMILES	CIT2-GFP yeast	RPL19A-GFP yeast	Yeast superoxide	Efflux pump mplx	AHR act	LAP4-GFP MLPCN	AGP1 TOR yeast	MEP2 TOR yeast
CS(=O)(=O)N(Cc1ccccc1)c1ccc(C(=O)Nc2ccccc2C(=O)O)cc1	107	103	121	-0.2	0	100	99	120
CCOC(=O)c1cnn(-c2ncnc3sc(C)c(C)c23)c1N	97	92	97	0.0	22	99	94	100
CCN1C(=O)[C@H]2[C@@H](c3ccc(-c4cccc(Cl)c4)cc3)N3CCCC[C@@]3(C(=O)OC)[C@H]2C1=O	70	96	97	0.7*	3	122	73	86
NC(=O)c1ccccc1NC(=O)/C=C/c1c(Cl)cccc1Cl	92	95	108	0.0	8	100	88	95
COC(=O)c1cc(NC(=O)CN(c2ccccc2OC)S(=O)(=O)c2ccccc2)ccc1Cl	82	87	95	0.1	4	86	88	88
CCCc1nnc(SCC(=O)N2C(C)CCCC2C)n1CCCOC (configuration not stated)	96	96	106	0.3	1	98	96	99
COc1cc(C(=O)OCC#N)ccc1OCc1c(C)noc1C	104	103	110	-0.2	2	103	105	103
Cc1nccn1CCC(=O)O	96	95	106	0.0	1	98	97	96
Cc1ccccc1CNC(=O)C1CCC(=O)N(Cc2cccc(F)c2)C1 (configuration not stated)	102	98	94	0.1	1	91	97	108
CC(C)c1ccc(N(C(=O)c2ccco2)C(C(=O)NC2CCCC2)c2ccncc2)cc1 (configuration not stated)	89	100	91	0.0	18	88	91	103
O=C(NCCN1CCN(C(=O)c2ccc(F)cc2)CC1)C(=O)NCc1ccccc1	97	92	95	0.1	1	90	90	93
CC(C)NC(=O)c1[nH]nc2c1CCc1ccccc1-2	93	97	92	0.2	/	106	94	105
COc1ccc(C2C(C#N)=C(N)Oc3cc(C)[nH]c(=O)c32)c(OC)c1OC (configuration not stated)	96	93	99	0.2	6	96	92	96
Cc1cccc(C(=O)Nc2cccc3cccnc23)c1	106	99	99	0.0	/	92	85	111
Cc1ccc(C2/C(=C(/O)c3ccc4c(c3)CC(C)O4)C(=O)C(=O)N2CCCn2ccnc2)cc1 (configuration not stated)	103	98	89	0.0	1	105	105	106
O=C(NCCCn1ncc2ccccc21)c1cc(COc2c(F)cccc2F)on1	/	93	114	0.1	1	99	98	100

Results, from the first entry:
SMILES	CIT2-GFP yeast	RPL19A-GFP yeast	Yeast superoxide	Efflux pump mplx	AHR act	LAP4-GFP MLPCN	AGP1 TOR yeast	MEP2 TOR yeast
CS(=O)(=O)N(Cc1ccccc1)c1ccc(C(=O)Nc2ccccc2C(=O)O)cc1	107	103	121	-0.2	0	100	99	120
CCOC(=O)c1cnn(-c2ncnc3sc(C)c(C)c23)c1N	97	92	97	0.0	22	99	94	100
CCN1C(=O)[C@H]2[C@@H](c3ccc(-c4cccc(Cl)c4)cc3)N3CCCC[C@@]3(C(=O)OC)[C@H]2C1=O	70	96	97	0.7*	3	122	73	86
NC(=O)c1ccccc1NC(=O)/C=C/c1c(Cl)cccc1Cl	92	95	108	0.0	8	100	88	95
COC(=O)c1cc(NC(=O)CN(c2ccccc2OC)S(=O)(=O)c2ccccc2)ccc1Cl	82	87	95	0.1	4	86	88	88
CCCc1nnc(SCC(=O)N2C(C)CCCC2C)n1CCCOC (configuration not stated)	96	96	106	0.3	1	98	96	99
COc1cc(C(=O)OCC#N)ccc1OCc1c(C)noc1C	104	103	110	-0.2	2	103	105	103
Cc1nccn1CCC(=O)O	96	95	106	0.0	1	98	97	96
Cc1ccccc1CNC(=O)C1CCC(=O)N(Cc2cccc(F)c2)C1 (configuration not stated)	102	98	94	0.1	1	91	97	108
CC(C)c1ccc(N(C(=O)c2ccco2)C(C(=O)NC2CCCC2)c2ccncc2)cc1 (configuration not stated)	89	100	91	0.0	18	88	91	103
O=C(NCCN1CCN(C(=O)c2ccc(F)cc2)CC1)C(=O)NCc1ccccc1	97	92	95	0.1	1	90	90	93
CC(C)NC(=O)c1[nH]nc2c1CCc1ccccc1-2	93	97	92	0.2	/	106	94	105
COc1ccc(C2C(C#N)=C(N)Oc3cc(C)[nH]c(=O)c32)c(OC)c1OC (configuration not stated)	96	93	99	0.2	6	96	92	96
Cc1cccc(C(=O)Nc2cccc3cccnc23)c1	106	99	99	0.0	/	92	85	111
Cc1ccc(C2/C(=C(/O)c3ccc4c(c3)CC(C)O4)C(=O)C(=O)N2CCCn2ccnc2)cc1 (configuration not stated)	103	98	89	0.0	1	105	105	106
O=C(NCCCn1ncc2ccccc21)c1cc(COc2c(F)cccc2F)on1	/	93	114	0.1	1	99	98	100
CCCC1=C(C(=O)OCC)C(c2cccnc2)n2nc(C)nc2N1 (configuration not stated)	104	93	91	-0.2	1	103	103	91
C=CCC1(O)C(=O)N2C(=C1C(=O)OCC)c1ccc3ccccc3c1CC2(C)C (configuration not stated)	95	100	101	0.0	1	95	107	98
COc1cc(C(=O)NCC(=O)OCCN2C(=O)c3ccccc3C2=O)cc(OC)c1OC	90	93	108	0.3	-2	84	91	102
CCOc1ccc(CCNC(=O)c2cccc(-n3cnnn3)c2)cc1OCC	94	105	83	-0.1	2	111	104	102
CN1CCc2c(sc(NC(=O)c3ccc(S(=O)(=O)N4CCCC4)cc3)c2C(N)=O)C1	106	96	92	-0.4	7	103	111	97
O=C(Nc1cc([N+](=O)[O-])ccc1F)C1CC1	108	109	100	0.0	-2	110	108	110
NNC(=O)c1cc(-c2ccc(O)cc2)nc2ccc(Br)cc12	104	109	105	-0.1	81*	97	102	106
Cc1ccc([N+](=O)[O-])cc1N1C(=O)CS/C1=N\NC(=O)c1cccnc1	99	101	86	0.1	13	94	97	108
Cc1onc(-c2ccccc2Cl)c1C(=O)Nc1ccccc1C(N)=O	88	91	101	0.3	4	88	86	92

Marked active in Efflux pump mplx (from the list above):
SMILES	CIT2-GFP yeast	RPL19A-GFP yeast	Efflux pump mplx	AHR act	LAP4-GFP MLPCN	AGP1 TOR yeast	MEP2 TOR yeast
CCN1C(=O)[C@H]2[C@@H](c3ccc(-c4cccc(Cl)c4)cc3)N3CCCC[C@@]3(C(=O)OC)[C@H]2C1=O	70	96	0.7*	3	122	73	86

(cont.)
SMILES	CIT2-GFP yeast	RPL19A-GFP yeast	Yeast superoxide	Efflux pump mplx	AHR act	LAP4-GFP MLPCN	AGP1 TOR yeast	MEP2 TOR yeast
CCOC(=O)Cn1nc(NC(=O)c2ccc(C(=O)OC)cc2)cc1C	91	91	93	0.4	1	83	85	94
C/C=C/c1ccc(OCCCn2cncn2)c(OC)c1	89	99	102	0.1	28	103	93	100
CNc1oc(-c2ccccc2Cl)nc1C#N	95	103	112	-0.1	-5	114	103	103
Cc1onc(-c2ccccc2Cl)c1C(=O)NCc1ccco1	99	96	77	-0.2	1	90	98	93
O/N=C1\CC/C(=N\O)c2nn(-c3ccccc3Cl)nc21	99	97	94	0.0	1	91	101	103
COc1cccc(CC(=O)N2CCN(c3ccccc3[N+](=O)[O-])CC2)c1	85	98	94	0.5	12	105	91	97
Cc1ccc(-c2csc(NC(=S)NC(=O)c3ccco3)n2)cc1	94	102	100	0.2	7	98	94	103
COCCSc1nnc(NC(=O)C2CCN(C(=O)c3ccco3)CC2)s1	95	89	104	0.0	-2	92	88	128
O=C(Nc1ccc(N2CCCC2)c(Cl)c1)c1ccc(Br)o1	93	101	103	0.1	18	112	93	108
CC1C(=O)N2CCCc3cc(S(=O)(=O)Nc4ccccc4C(N)=O)cc1c32 (configuration not stated)	87	90	99	0.3	2	88	88	101
O=C(COC(=O)c1ccccn1)c1ccc([N+](=O)[O-])cc1	103	99	100	4.8	4	96	97	92
O=C(Nc1ccc(Br)cn1)c1ccc(COc2c(F)c(F)cc(F)c2F)o1	104	92	93	-0.1	3	93	96	95
Cc1ccc(S(=O)(=O)N2CCN(CC(=O)NC3CCCc4ccccc43)CC2)cc1C (configuration not stated)	99	97	103	0.3	-1	95	96	99
O=C1/C(=C/c2cccs2)SC(=S)N1c1ccccc1	91	105	101	0.2	-1	93	100	98
Cc1ccc(NC(=O)c2cc(-c3ccco3)nc3ccccc23)cc1S(=O)(=O)N1CCOCC1	102	99	90	0.3	3	103	105	104
Cc1ccc(NC(=O)CSC2=NN3CCCC(=O)N=C3S2)cc1Cl	101	102	91	-0.1	1	100	105	105
COCC(=O)N/N=C\c1ccc(OC/C=C/c2ccccc2)c(OC)c1	82	108	98	0.0	/	79	84	106
Cc1nc2c(C)cccn2c(=O)c1NC(=O)c1ccco1	98	94	106	-0.2	-1	98	99	95
COC(=O)c1cccc(NC(=O)CSc2nnc(C)n2C)c1	99	95	96	0.3	0	117	100	101
Clc1nc(Oc2ccccc2)nc(-c2cn(-c3ccccc3)c3ccccc23)n1	94	98	97	0.0	8	101	97	93
CCCCNC(=O)c1onc(CSc2ccccc2)c1C(=O)O	71	96	86	-0.1	-1	127	84	95
Cc1cc(OCCOc2cccc3cccnc23)c(C)cc1Cl	100	99	93	0.0	16	113	97	101
COc1cc(OC)cc(C(=O)Nc2cccnc2)c1	105	92	97	-0.1	59*	103	107	105
N=c1n(CCN2CCCCC2)c2ccccc2n1CC(=O)c1ccc(Cl)c(Cl)c1	87	92	107	0.1	111*	168*	90	128
NCCCC[C@H]1CN=C(N)N1CC1CCCCC1	93	102	96	-0.2	-3	111	109	113
CCCCC(=O)NNC(=S)NCc1ccccc1	97	102	124	0.0	1	87	90	95
Cc1cc(Cl)c(S(=O)(=O)N2CCN(c3cccc(C)c3C)CC2)cc1OCC(N)=O	104	98	101	0.1	2	98	107	97
